# Rin1 Abl inh: inhibitors of human Rin1-Abl protein interaction; P00519+Q13671; TR-FRET Rin1/Abl binding, biochemical; inhibition, % at 7.35 µM; actives 0.4% (n = 360,000); AID 588664; in the data active means inhibition above about 5%, passing the limit was not always enough
# PABP1 MLLE inh: inhibitors of microRNA-mediated deadenylation, human PABP1 MLLE binding. actives 0.36% (n = 360,000). inhibition, % at 20 µM. AID 588489. GST-MLLE / FITC-PAM2 fluorescence polarization. P11940; in the data active means inhibition above about 35%, passing the limit was not always enough;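 further: plate controls were DMSO wells with GST-MLLE for no effect and wells lacking GST-MLLE protein for full effect; some results filed as inactive read as strong as hits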
# MT1-MMP act inh: inhibitors of human MT1-MMP activation; HT1080 RFP-PRO-GFP cells, GFP/RFP ratio fluorescence, overnight; percent of plate control window, DMSO zero; GFP/RFP ratio change, % at 20 µM; P50281; actives 0.061% (n = 360,000); AID 651647;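 active means GFP/RFP ratio change of at least 30% with cell ATP level not reduced by more than half and red fluorescence within 50% of control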; further: strong numbers were not always called active
#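 Test system: HT1080 cells expressing an RFP-PRO-GFP fluorescent reporter construct / Compound dosing: single-point 20 µM compound, 1% DMSO / Schedule: cells overnight before dosing, compound overnight, 37 °C, 5% CO2 / Evaluation: GFP/RFP fluorescence ratio / Control set: DMSO and RFP-L50D-GFP cell wells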
# MsrA act: bovine methionine sulfoxide reductase A activation. AID 602163. purified bovine MsrA, absorbance read-out. activation, % at 10.6 µM. actives 0.3% (n = 360,000); in the data active means activation above about 7.5%;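 further: 0% = vehicle and 100% = reference activator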
# Rpn11 block: inhibitors of human proteasome Rpn11; O00487; human 26S proteasome, Ub4-pepOG fluorescence polarization; 20S core pre-blocked with epoxomicin; calls only at 20 µM; actives 0.59% (n = 360,000); AID 588493;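 active means inhibition at 20 µM, scaled to each plate's controls, above about 33%, limit read from the data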
# FAS-TE inh: inhibitors of human fatty acid synthase thioesterase domain | recombinant FAS-TE, OMFH fluorogenic substrate, fluorescence endpoint | actives 0.67% (n = 360,000) | inhibition, % at 15 µM | P49327;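 active means compounds whose normalised, plate-corrected inhibition of enzyme fluorescence in the single-dose primary screen is 50% or more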;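 further: 0% = DMSO with enzyme and 100% = substrate without enzyme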
# MsrA inhibitor: inhibits bovine methionine sulfoxide reductase A | inhibition, % at 15.5 µM | AID 651718 | purified bovine MsrA, absorbance read-out | actives 0.75% (n = 360,000); in the data active means inhibition above about 4.5%;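 further: 0% = vehicle wells with enzyme and 100% = reference inhibitor wells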
# CSN inh: CSN deneddylation inhibition; Purified CSN, SCF-Nedd8-OG deneddylation, fluorescence polarization; inhibition, % at 12.5 µM; actives 0.38% (n = 360,000);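 active means pattern-corrected inhibition above about 35%, with an unprinted fluorescence ratio check between 0.5 and 1.5, limit read from the data, passing the limit was not always enough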;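 further: 0% = enzyme with substrate and 100% = substrate without enzyme; some results filed as inactive read as strong as hits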
#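 Assay system: purified human Csn5 enzyme expressed in HEK293T cells; Input: 0.24 nM Csn5 enzyme, final concentration; Reagent: 10 nM SCFSkp2-Nedd8OG; Compound dosing: 12.5 µM single point; Times: reaction 90 min, room temperature; Technique: fluorescence polarization readout.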
# E coli Lon inh: inhibits E. coli Lon protease | purified E. coli Lon protease, fluorescence polarization | inhibition, % at 7.94 µM | actives 0.42% (n = 360,000) | AID 602123; in the data active means inhibition above about 13%, passing the limit was not always enough;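 further: 0% = enzyme with probe and DMSO and 100% = no enzyme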
# Target sequence (P0A9M0 whole entry, looked up): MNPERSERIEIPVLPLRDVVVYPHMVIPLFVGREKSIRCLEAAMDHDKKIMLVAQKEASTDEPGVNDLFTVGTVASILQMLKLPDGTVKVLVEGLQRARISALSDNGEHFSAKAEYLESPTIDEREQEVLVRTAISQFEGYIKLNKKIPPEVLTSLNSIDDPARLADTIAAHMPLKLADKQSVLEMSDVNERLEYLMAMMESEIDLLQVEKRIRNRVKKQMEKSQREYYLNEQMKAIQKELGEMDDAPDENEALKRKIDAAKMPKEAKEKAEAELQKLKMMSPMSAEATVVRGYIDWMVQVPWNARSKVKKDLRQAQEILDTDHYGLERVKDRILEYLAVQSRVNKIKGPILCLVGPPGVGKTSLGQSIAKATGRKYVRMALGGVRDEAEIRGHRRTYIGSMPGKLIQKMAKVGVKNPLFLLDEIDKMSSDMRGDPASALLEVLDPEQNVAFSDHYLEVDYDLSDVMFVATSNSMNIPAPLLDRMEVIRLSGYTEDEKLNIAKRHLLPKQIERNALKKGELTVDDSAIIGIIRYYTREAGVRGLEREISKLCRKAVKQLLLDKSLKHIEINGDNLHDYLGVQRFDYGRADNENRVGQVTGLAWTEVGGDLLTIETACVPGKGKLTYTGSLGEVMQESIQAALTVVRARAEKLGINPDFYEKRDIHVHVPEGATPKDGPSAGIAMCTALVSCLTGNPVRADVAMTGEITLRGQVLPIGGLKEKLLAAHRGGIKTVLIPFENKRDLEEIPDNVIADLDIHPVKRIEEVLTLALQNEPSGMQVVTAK
# Numbers without * were called inactive; i = inactive.
SMILES,Rin1 Abl inh,PABP1 MLLE inh,MT1-MMP act inh,MsrA act,Rpn11 block,FAS-TE inh,MsrA inhibitor,CSN inh,E coli Lon inh
CN(C)Cc1nnnn1-c1cccc(-n2nnnc2CN(C)C)c1,3,3,3,-2,i,-7,-1.6,7,-1
CC1CCN(C(c2cccs2)c2nnnn2Cc2ccccc2)CC1 (configuration not stated),1,-11,-12,2,i,15,-0.9,-1,-7
CC(=O)c1cnc(N2CCCCC2)nc1C,-1,1,3,-2,i,-4,0.8,-4,1
CC1(C(=O)NS(=O)(=O)c2ccc(Cl)s2)CCN1C(=O)C1(c2ccc(Cl)cc2)CC1 (configuration not stated),1,4,-1,-5,i,-3,0.3,-3,-5
Cc1ccc(S(=O)(=O)N2CCOCC2)cc1NC(=O)CSc1nnnn1C1CCCC1,-2,3,4,-3,i,-10,0.9,-1,6
Cc1ccccc1Cn1cc(NC(=O)COc2ccccc2)cn1,-3,6,2,-4,i,-6,-1.6,-1,-9
Nc1cc(-c2cccc(Br)c2)nn1Cc1ccccc1,-2,-1,-1,3,i,12,0.2,3,2
c1ccc(COc2ccc(OCCn3cncn3)cc2)cc1,-3,7,-3,-2,i,0,0.1,1,-6
Cc1nn(CC(=O)NCc2ccco2)c(C)c1[N+](=O)[O-],0,4,-2,-3,i,-2,0.1,1,-7
Cc1cc(OCCSc2nnc(-c3cccs3)n2C)ccc1Cl,-6,4,-4,-2,i,20,0.1,9,0
O=C(Cn1nc(-c2ccccc2)c2ccccc2c1=O)Nc1cccc(O)c1,-1,-3,-3,-4,i,4,1.1,0,7
COC(=O)c1cc(C(=O)OCC(=O)NC(=O)NCc2ccccc2)cc([N+](=O)[O-])c1,4,11,0,-4,i,22,0.5,-2,-12
COc1ccc(C(=O)NC(=S)Nc2ccc3oc(=O)ccc3c2)cc1[N+](=O)[O-],-1,20,-2,-3,i,-12,0.1,-3,-3
CCOC(=O)C1C2C=CC3(CN(Cc4ccccc4)C(=O)C13)O2 (configuration not stated),-5,5,-2,1,i,-4,2.6,-4,1
Cc1nc(SCC(=O)c2cc3ccccc3oc2=O)c(C#N)c(-c2ccccc2)c1C(=O)Nc1ccccc1,-1,-30,-17,-2,i,-6,0.8,-6,3
CCC(C)(C)n1nnnc1C(c1cc2cc(C)cc(C)c2[nH]c1=O)N1CCN(C(=O)c2ccco2)CC1 (configuration not stated),4,15,-11,-3,i,3,-0.2,2,-6
COc1cc2c(cc1OC)CN(C1CCCN(Cc3cc(Cl)ccc3O)C1)CC2 (configuration not stated),-4,6,1,-3,i,-4,2.3,2,1
COc1ccc(F)cc1S(=O)(=O)n1nc(C)cc1C,3,0,4,0,i,-4,0.7,-1,6
COc1ccc(CCNCc2ccc(-c3ccccc3)cc2)cc1OC,-2,4,6,0,i,-5,-0.7,-2,-8
CCc1ccnc(NS(=O)(=O)c2ccc3c(c2)OCCO3)c1,1,-7,3,0,i,-5,0.5,3,-4
COC(=O)C(Cc1c[nH]c2ccccc12)NC(=O)c1ccc2nc[nH]c2c1 (configuration not stated),-1,0,0,0,i,-6,0.8,6,-6
COCc1c(C(=O)Nc2ccc3nc(N4CCOCC4)sc3c2)oc2ccccc12,-3,-3,8,-4,i,7,1.7,5,3
CCCn1c(=N)n(CC(=O)c2ccc(Cl)c(Cl)c2)c2ccccc21,2,6,3,4,i,10,-0.1,3,8
COc1ccc(C2C(C#N)=C(N)N(Nc3ccccc3)C3=C2C(=O)CC(C)(C)C3)cc1C (configuration not stated),-1,-14,-6,-2,i,7,1.6,32,-14

# Entries of single compounds, looked up by structure:
# `COc1ccc(C(=O)NC(=S)Nc2ccc3oc(=O)ccc3c2)cc1[N+](=O)[O-]` is entered as Rin1 Abl inh = -1; PABP1 MLLE inh = 20; MT1-MMP act inh = -2; MsrA act = -3; Rpn11 block = i; FAS-TE inh = -12; MsrA inhibitor = 0.1; CSN inh = -3; E coli Lon inh = -3
# `COc1ccc(C2C(C#N)=C(N)N(Nc3ccccc3)C3=C2C(=O)CC(C)(C)C3)cc1C` (configuration not stated) is entered as Rin1 Abl inh = -1; PABP1 MLLE inh = -14; MT1-MMP act inh = -6; MsrA act = -2; Rpn11 block = i; FAS-TE inh = 7; MsrA inhibitor = 1.6; CSN inh = 32; E coli Lon inh = -14

# Reformatted with each value named: entries from further up.
> c1ccc(COc2ccc(OCCn3cncn3)cc2)cc1
  Rin1 Abl inh = -3
  PABP1 MLLE inh = 7
  MT1-MMP act inh = -3
  MsrA act = -2
  Rpn11 block = i
  FAS-TE inh = 0
  MsrA inhibitor = 0.1
  CSN inh = 1
  E coli Lon inh = -6

> Cc1nn(CC(=O)NCc2ccco2)c(C)c1[N+](=O)[O-]
  Rin1 Abl inh = 0
  PABP1 MLLE inh = 4
  MT1-MMP act inh = -2
  MsrA act = -3
  Rpn11 block = i
  FAS-TE inh = -2
  MsrA inhibitor = 0.1
  CSN inh = 1
  E coli Lon inh = -7

> Cc1cc(OCCSc2nnc(-c3cccs3)n2C)ccc1Cl
  Rin1 Abl inh = -6
  PABP1 MLLE inh = 4
  MT1-MMP act inh = -4
  MsrA act = -2
  Rpn11 block = i
  FAS-TE inh = 20
  MsrA inhibitor = 0.1
  CSN inh = 9
  E coli Lon inh = 0

> O=C(Cn1nc(-c2ccccc2)c2ccccc2c1=O)Nc1cccc(O)c1
  Rin1 Abl inh = -1
  PABP1 MLLE inh = -3
  MT1-MMP act inh = -3
  MsrA act = -4
  Rpn11 block = i
  FAS-TE inh = 4
  MsrA inhibitor = 1.1
  CSN inh = 0
  E coli Lon inh = 7

# (next part)
SMILES,Rin1 Abl inh,PABP1 MLLE inh,MT1-MMP act inh,MsrA act,Rpn11 block,FAS-TE inh,MsrA inhibitor,CSN inh,E coli Lon inh
COC(=O)N1C(=O)[C@](c2ccccc2)(C2CCCCC2)N1C(=O)OC,0,12,4,-2,i,80*,0.7,-4,5
Cc1ccc(/C=N/n2nnnc2N)cc1[N+](=O)[O-],2,5,0,-6,i,1,0.8,0,-12
COC(=O)CSC1=C(C#N)C(c2ccc(Cl)cc2)C(C(=O)OC)C(=O)N1 (configuration not stated),0,21,2,-4,i,-2,-0.1,-1,-4
O=C(CC1C(=O)NCCN1Cc1c(F)cccc1Cl)NC1CCCCCC1 (configuration not stated),-4,-6,2,-3,i,-3,0.1,-1,-13
O=C(O)CCC(=O)N1N=C(c2cccs2)CC1c1cccc([N+](=O)[O-])c1 (configuration not stated),0,-9,0,0,i,-4,2.2,-2,2
NS(=O)(=O)c1cccc(NC(=O)c2cc(-c3cccs3)nc3ccccc23)c1,-3,15,3,-3,i,14,0.7,0,6
CC(CP(=O)(O)O)NC(=O)Cc1ccccc1 (configuration not stated),0,6,0,0,i,-4,-0.5,-1,-4
O=C(Nc1ccc2c(c1)C(=O)NC2=O)c1cc(Cl)ccc1Cl,2,-2,0,-3,i,-5,0.8,0,-11
O=C(Nc1cnn(C23CC4CC(CC(C4)C2)C3)c1)c1cc(-c2ccccc2)on1,-4,-3,3,-3,i,22,-0.6,2,7
CCOC(=O)C(=CNc1ccc(C#N)cc1)C(=O)OCC,2,-12,0,-8,i,-3,7.1*,0,2
CS(=O)(=O)c1ccc2nc(NC(=O)C3CC(=O)N(c4ccccc4)C3)sc2c1 (configuration not stated),6,6,-8,-2,i,-4,1.7,0,-7
NS(=O)(=O)c1cc2c(cc1Cl)NC(C1CC3C=CC1C3)NS2(=O)=O (configuration not stated),-1,-5,1,-11,i,0,-2.1,-2,3
Cc1nn(-c2ccccc2)c(Cl)c1C(=O)NCC(=O)O,1,-12,-3,0,i,-4,0.3,-6,-7
NS(=O)(=O)c1ccc(NC(=S)NCC2CCCO2)cc1 (configuration not stated),0,14,-5,-3,i,-10,-1.3,-11,-17
CCCCc1nnc(NC(=O)c2oc3ccccc3c2C)s1,1,-1,3,-3,i,0,2.1,5,-18
Cc1ccc(CNC(=O)Cn2c(=O)n(CC(=O)N3CCCCC3)c(=O)c3sccc32)cc1,-1,7,-5,-3,i,-4,-0.2,1,0
CC(C)(C)OC(=O)[C@H](Cc1ccccc1)NC(=O)c1nc[nH]c1C(=O)N1CCNCC1,0,4,3,-1,i,-9,-1.1,1,-2
C[C@@H]1CN([C@@H](C)CO)C(=O)CCCn2nncc2CO[C@H]1CN(C)C(=O)Nc1ccc2c(c1)OCO2,1,-13,3,-2,i,-9,0.1,-3,-6
N/C(=N\OC(=O)c1ccc2ccccc2c1)c1cccc([N+](=O)[O-])c1,-1,-5,1,-3,i,1,-0.8,-11,0
O=C(CCCOc1ccccc1)N1CCN(S(=O)(=O)c2cccs2)CC1,1,-2,1,-3,i,-3,-0.1,1,-3
CC(=O)Nc1ccc2sc(C)nc2c1,-3,-3,-1,-5,i,-4,-0.7,1,-5
NC(N)=N/N=C/c1ccc(OCc2ccccc2)c(OCc2ccccc2)c1,2,-4,4,-4,i,-48,0.2,6,6
Cc1c(Cl)cccc1NC(=O)CC(C(=O)O)C1CCCO1 (configuration not stated),-2,-8,1,-3,i,-10,0.5,-1,4
CCCN1CC23C=CC(O2)C(C(=O)O)C3C1=O (configuration not stated),0,17,-2,0,i,-3,0.3,1,-6

# Two compounds from above, reduced to Rin1 Abl inh and PABP1 MLLE inh.
structure,Rin1 Abl inh,PABP1 MLLE inh
NS(=O)(=O)c1ccc(NC(=S)NCC2CCCO2)cc1 (configuration not stated),0,14
CCCCc1nnc(NC(=O)c2oc3ccccc3c2C)s1,1,-1

# The results go on:
SMILES,Rin1 Abl inh,PABP1 MLLE inh,MT1-MMP act inh,MsrA act,Rpn11 block,FAS-TE inh,MsrA inhibitor,CSN inh,E coli Lon inh
Cc1nn(C)c(NC(=O)c2ccc(Cl)cc2Cl)c1Br,-1,-5,-1,0,i,-2,0.0,7,5
Cc1ccc2c(c1)COc1c3ccc(C(=O)N[C@@H](C)CO)cc3nn1-2,-1,-22,8,-4,i,-7,0.9,-2,-2
Cc1cccc(NC(=O)c2nc[nH]c2C(=O)N[C@@H](Cc2ccccc2)C(=O)OCc2ccccc2)c1,1,-5,3,-3,i,19,3.9,-3,5
CC(=O)Nc1cccc(-c2cc(NC=O)c3ncc(-c4ccc(C(C)=O)cc4)n3c2)c1,-4,-17,-5,-3,i,-3,1.2,7,-8

# Screens from PubChem.
